CFTR F508del cor: CFTR F508del correction in bronchial cells. CFBE cells, YFP halide quenching; stimulated with forskolin plus potentiator P3; % fluorescence drop versus neutral controls. activity (quench increase), % at 7.58 µM. 350,000 tested, 0.36% active. AID 720511;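 active means mean added fluorescence quench of at least 8% versus neutral control, with both replicates also reaching 8%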;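 further: cells transiently co-express mutant CFTR-F508del with the halide-sensitive YFP; corrector assay measuring rescue of mutant channel to the surface after 24 h compound exposure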
INS-1E GSIS act: primary screen for activators of insulin secretion dependent on glucose, INS-1E cells, GLuc reporter luminescence. INS-1E GLuc reporter insulin secretion, 2-3 h. activation, % at 16.6 µM. 370,000 tested, 0.61% active. AID 743287;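 active means lowest replicate activation of at least 40%, so every replicate reaches that level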;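 further: 0% = median of neutral control wells and 100% = median of IBMX positive control wells; some compounds called inactive have numbers as strong as hits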
Xi reactivation: reactivates the inactive X chromosome in mouse fibroblasts; XiGFP mouse fibroblasts, % GFP-positive cells imaging, 3 d; cells co-treated with 5-aza-dC sensitizer; scaled so ellipticine positive control = 100%; activation, % at 7.58 µM; 360,000 tested, 0.055% active;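 active means mean normalized replicate activation at least 10% and every replicate at or above 10%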;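 further: 0% = median of on-plate neutral control wells and 100% = ellipticine 6 µM median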
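Assay system: SV40-immortalized XiGFP fibroblast cells, line 68-5-11; buffer or medium: DMEM plus 5-aza-dC sensitizer; compound: one concentration, pinned; timing: compounds 3 days, fix/stain 15 min at room temperature; benchmarks: positive control ellipticine, 6 µM final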
RAD54 branch: blocks human RAD54 Holliday junction branch migration; AID 602329; FAM/BHQ fluorescence; 360,000 tested, 0.14% active; inhibition, % at 10.4 µM; Q92698;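 active means mean normalized replicate activity at least 40 and at least half of replicates scoring 40 or more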;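 further: 0% = median of neutral control wells and 100% = median of positive control wells; inhibitors cause a drop in the FAM fluorescence signal; in these data hits start at about 50%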
ARNT TACC3 PPI: disruptors of human ARNT/TACC3 interaction; 390,000 tested, 0.66% active; inhibition, % at 9.99 µM; AlphaScreen His-ARNT PAS-B/GST-TACC3 binding, luminescence; TACC3 fragment carries E629A point mutation; Q9Y6A5;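 active means mean inhibition of replicates at least 50% and at least half of replicates each reaching 50%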;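 further: 0% = complete ARNT plus TACC3 wells and 100% = ARNT alone without TACC3; many hits fall short of the cut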
RAD52 anneal inh: inhibitors of human RAD52 DNA annealing; P43351; recombinant RAD52 DNA annealing, FRET fluorescence; inhibition, % at 18.7 µM; 360,000 tested, 0.46% active; AID 651710;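 active means every replicate showing at least 50% inhibition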
Target sequence (P43351 whole entry, looked up): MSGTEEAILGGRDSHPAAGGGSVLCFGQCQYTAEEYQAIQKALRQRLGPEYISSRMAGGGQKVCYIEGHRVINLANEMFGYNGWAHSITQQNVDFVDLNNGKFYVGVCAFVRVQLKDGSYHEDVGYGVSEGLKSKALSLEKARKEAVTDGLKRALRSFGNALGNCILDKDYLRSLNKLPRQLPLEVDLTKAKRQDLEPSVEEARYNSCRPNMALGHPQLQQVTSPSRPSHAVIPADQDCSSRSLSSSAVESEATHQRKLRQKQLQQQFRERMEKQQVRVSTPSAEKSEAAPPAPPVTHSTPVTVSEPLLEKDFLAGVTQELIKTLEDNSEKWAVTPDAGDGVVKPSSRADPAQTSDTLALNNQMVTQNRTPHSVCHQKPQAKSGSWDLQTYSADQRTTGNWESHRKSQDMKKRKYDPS
ERAP1 inh: blocks human ERAP1 aminopeptidase activity; Q9NZ08; inhibition, % at 10.7 µM; 340,000 tested, 0.15% active; recombinant ERAP1, Leu-AMC fluorescence, 60 min;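 active means mean replicate inhibition of at least 30%, or all replicates individually reaching that 30% level; inactive means mean below 30% and not every replicate reaching it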;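 further: 0% = neutral control wells and 100% = L-leucinethiol positive control wells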
esBAF inh: inhibitors of esBAF chromatin remodeling in mouse ES cells | AID 602393 | 350,000 tested, 2% active | reporter increase, % at 12.5 µM | Bmi1-luciferase knock-in reporter, 24 h; 100% = twice the neutral-well signal; in the data active means activation above about 40%;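 further: 0% = median of the plate's neutral control wells and 100% = double that signal; a rise in the Bmi1 reporter signal indicates esBAF inhibition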
* hit, by the source's call; . = no result given; & = joins results of further samples.

Fields – CFTR F508del cor	INS-1E GSIS act	Xi reactivation	RAD54 branch	ARNT TACC3 PPI	RAD52 anneal inh	ERAP1 inh	esBAF inh
1) CN(NC(=O)C(=O)NCc1ccco1)C(=O)NC1CCCCC1
 : 0.0	0.8	0.1	.	.	-5.3	-0.2	.
2) C[C@@H]1CN([C@@H](C)CO)C(=O)c2cccc(NS(=O)(=O)c3ccc(F)cc3)c2O[C@H]1CN(C)C(=O)NC1CCCCC1
 : -0.7&-2.8	0.3&-2.5	-0.5&0.2	20.1&-1.8	-6.9&3.5	-4.5&-22.8	2.5&0.3	6.0&3.4
3) O=C(N[C@H](Cc1ccccc1)C(=O)NCc1cccc2ccccc12)[C@H]1O[C@@H](n2ccc(=O)[nH]c2=O)[C@H](O)[C@@H]1O
 : -1.2	-14.9	0.2	.	.	-8.6	0.7	.
4) COc1ccc(NC(=O)CNC(=O)c2sc3ccccc3c2Cl)c(OC)c1
 : -1.4	3.8	-0.1	.	.	-7.5	0.3	15.3
5) O=C(NNS(=O)(=O)c1ccc(F)cc1)c1ccc(S(=O)(=O)N2CCCCC2)cc1
 : .	-9.2	0.4	-15.7	-6.0	.	.	-2.1
6) Cc1cc(C)c(C#N)c(SCC(=O)Nc2cccc(S(=O)(=O)N3CCCC3)c2)n1
 : 0.0	4.0	0.0	-0.5	-6.4	-13.8	-1.1	2.3
7) CC1(C(=O)NS(=O)(=O)c2ccc(F)cc2F)CCN1C(=O)c1ccccc1CCc1ccccc1 (stereo unspecified)
 : 2.5	26.9	0.0	8.2	.	-11.4	0.8	-6.6
8) COc1ccc([N+](=O)[O-])c(OC)c1C(=O)Nc1ccc(F)cc1F
 : 0.0	-5.9	0.6	.	-11.3	-14.3	-0.5	.
9) COc1ccc(C2CC(c3ccccc3)Nc3nc(NS(C)(=O)=O)nn32)cc1 (stereo unspecified)
 : 0.0	-14.4	0.0	12.6	2.8	3.8	-2.6	-1.2
10) COCCn1c(SCC(=O)Nc2ccc(OC)c(S(N)(=O)=O)c2)nc2ccccc21
 : -0.8	26.0	-0.1	-6.0	1.5	-11.0	-2.1	0.0
11) O=C(CN1C(=O)C2CCCCC2C1=O)Nc1nccs1 (stereo unspecified)
 : 1.0	8.3	0.0	.	-9.9	-10.0	-0.4	.
12) NC(=S)Nc1cccc(O)c1
 : -1.0	36.0	0.1	-3.3	4.7	-5.1	1.2	1.4
13) O=C1c2cc(Br)ccc2N(Cc2ccc(Br)cc2)S(=O)(=O)C1c1cc(Cl)c(Cl)cc1[N+](=O)[O-] (stereo unspecified)
 : .	-51.4	.	3.4	.	-7.9	-1.9	-1.1
14) N#Cc1c(-c2ccc(F)cc2)cc(C2CC2)nc1SCC(=O)c1cccs1
 : .	.	2.9	-0.3	2.8	6.5	-2.8	.
15) CCN(CC(=O)NCc1cccs1)C(=O)c1ccc(C)o1
 : -1.0	.	-0.2	0.6	-0.6	-9.8	-2.0	-2.5
16) COc1ccc(CN2CCC[C@]3(N[C@H](c4ccc(C)cc4)[C@@H]4C(=O)N(C)C(=O)[C@@H]43)C2=O)cc1
 : -0.1	.	-0.2	-7.3	.	-8.6	1.4	-1.0
17) COc1cc(NC(=O)COC(=O)CC(NC(C)=O)c2ccccc2)cc(OC)c1 (stereo unspecified)
 : -1.1	15.1	0.5	-2.2	.	10.7	-0.6	7.8
18) CN(C)CCCn1c2c(c(SCC(=O)Nc3ccc4c(c3)OCO4)nc1=O)CCC2
 : -2.6	-4.2	0.0	-13.4	0.1	-3.2	1.8	.
19) COc1ccc2oc(-c3ccccc3)c(C(=O)N(C)C)c2c1
 : -2.0	-2.2	0.3	-2.9	-0.8	2.5	1.8	-1.3
20) CC(=O)NCCC(=O)N1CCCC(N(C)CCc2ccccc2)C1 (stereo unspecified)
 : 2.1	5.9	0.0	9.8	11.4	-0.7	-1.5	4.4
21) C[C@@H]1CCCCO[C@H](CN(C)Cc2ccncc2)[C@@H](C)CN([C@H](C)CO)C(=O)c2cc(NC(=O)CCC(F)(F)F)ccc2O1
 : 1.2	6.8	0.1	-2.8	-0.3	-3.4	-1.0	-0.5
22) CCC(Oc1ccccc1)C(=O)Nc1cc(C(F)(F)F)ccc1N1CCOCC1 (stereo unspecified)
 : -0.1	-15.6	0.0	.	.	6.4	0.1	-4.6
23) Cc1ccc(CCNC(=O)C2CCN(S(=O)(=O)c3c(C)nn(C)c3C)CC2)cc1
 : 3.0	-4.9	0.1	0.7	.	-8.3	-1.1	22.3
24) Oc1c(Cl)c(Cl)c2ncccc2c1Cl
 : -1.0	-9.4	-0.1	.	-0.3	-6.7	-1.0	3.1
25) O=C(NCc1ccccn1)C(=O)NCC1OCCN1S(=O)(=O)c1ccc([N+](=O)[O-])cc1 (stereo unspecified)
 : 1.1	6.1	0.1	12.1	-3.2	-7.0	4.9	-8.5
26) Cn1cccc1C(=O)NC(=O)CSc1nnc(C2CC2)n1-c1ccccc1
 : .	-13.0	.	13.2	-4.6	.	.	-1.9
27) O=C(CCCN1C(=O)NC2(CCCC2)C1=O)Nc1ccc(Cl)c(S(=O)(=O)N2CCOCC2)c1
 : 1.5	-9.9	0.1	8.4	-3.4	-9.2	-2.1	9.8
28) C=CCCC(=O)NC1CC(C)(C)Cc2c1cnn2-c1ccc(OC)cc1 (stereo unspecified)
 : 1.9	-9.5	0.3	-5.9	-1.5	-17.3	-1.3	0.1
29) O=C(NCC1CCN(C(=O)C(=O)c2cccs2)CC1)c1ccc2c(c1)OCO2
 : 2.6	-9.7	0.0	.	.	-2.4	3.4	.
30) CC1CC(C)(C)CC2(C1)NC(=O)N(CC(=O)N(Cc1ccccc1)c1ccccc1)C2=O (stereo unspecified)
 : 5.0	-19.3	0.1	-0.2	-0.1	-1.1	-2.1	-1.0
31) CCOC(=O)c1ccc(NC(=O)c2nc[nH]c2C(=O)N(C)CCO)cc1
 : -0.9	12.7	-0.1	9.0	.	4.2	.	5.0
32) CC(Oc1ccc([N+](=O)[O-])cc1)C(=O)NCCCN1CCOCC1 (stereo unspecified)
 : 0.2	1.6	-0.1	-7.6	1.8	-0.2	7.1	-8.7
33) COC(=O)[C@@](C)(O)C1(C(=O)SC(C)(C)C)CC1
 : 0.2	5.2	0.0	3.7	-8.9	-8.6	.	-17.4
34) CO[C@H]1CC[C@H]2CCN(C)C(=O)[C@@H](C)[C@H](OC)CN(C)C(=O)c3cccc(C#N)c3OC[C@H]1O2
 : -1.2	-9.4	0.0	-15.1	-16.3	-12.6	1.9	-0.1
35) CN1c2ccc(C3=CCCCC3)cc2[C@@H]2[C@@H](CCN2C(=O)Nc2ccccc2F)[C@@H]1CO
 : 5.0	12.0	0.3	-0.5	-10.6	-0.1	-0.4	1.2
36) Cc1ccc(C)c(N(C(=O)CNC(=O)c2ccco2)C(C(=O)NC2CCCC2)c2ccncc2)c1 (stereo unspecified)
 : 4.1	-2.8	0.0	2.6	8.0	-5.5	0.0	-1.7
37) CC(C)Oc1cccc(C(=O)C2CCCN(C(=O)CCn3cnnn3)C2)c1 (stereo unspecified)
 : 1.0	1.8	0.0	-0.4	1.4	-11.4	-0.6	8.8
38) NC(=O)c1ccccc1N=Cc1ccccn1
 : .	10.0	.	3.4	-0.7	0.6	2.8	0.9
39) Cc1ccccc1NC(=O)c1cccc(N2C(=O)C3CCC(C)CC3C2=O)c1 (stereo unspecified)
 : -1.6	1.5	0.1	-3.1	1.7	-15.4	-2.2	-2.3
40) O=C(CN1CCN(c2ccccn2)CC1)N1CC(O)CO1 (stereo unspecified)
 : -0.5	-1.5	0.0	.	-3.3	-17.8	11.1	.
41) COc1ccc([N+](=O)[O-])cc1NC(=O)Nc1ccccc1
 : .	-25.0	0.0	3.2	.	.	.	8.8
42) Cc1ccc(S(=O)(=O)NC(C)(C)C)cc1C(=O)OCC(=O)N1CCCC1=O
 : -4.1	24.3	0.0	1.6	-3.0	-8.2	-0.6	-11.0
43) COc1ccc(CN(C)C[C@@H]2Oc3c(NC(=O)C4CCCCC4)cccc3C(=O)N([C@@H](C)CO)C[C@@H]2C)cc1
 : 0.2	26.5	0.2	-3.7	-10.9	7.6	7.1	1.4
44) Nc1ccc(C(=O)N2CCN(S(=O)(=O)c3ccc4c(c3)OCCCO4)CC2)cc1[N+](=O)[O-]
 : 0.5	-28.0	1.0	-4.0	5.9	-11.7	-1.6	9.9
45) C=CCn1c(-c2cccnc2Cl)nc2cc(Cl)c(Cl)cc21
 : .	-2.2	.	4.4	-7.7	.	.	1.9
46) COc1ccc(NC(=O)Nc2ccc3c(c2)[C@H]2C[C@@H](CC(=O)N4CCN(C)CC4)O[C@H](CO)[C@H]2O3)cc1
 : 3.5	15.0	0.1	0.3	-1.7	4.6	0.1	-1.0
47) O=C(C1CCC1)N1CC2(C1)[C@@H](c1ccccc1)[C@@H](CO)N2C(=O)c1ccccn1
 : -1.4	10.4	0.0	.	.	-7.9	-4.4	.
48) NC(N)=N/N=C/c1cccc([N+](=O)[O-])c1O
 : 1.3	-1.3	0.4	.	.	-5.3	0.0	.

A different layout for part of the listing above.
| cpd | mol | CFTR F508del cor | INS-1E GSIS act | Xi reactivation | RAD54 branch | ARNT TACC3 PPI | RAD52 anneal inh | ERAP1 inh | esBAF inh |
| --- | --- | --- | --- | --- | --- | --- | --- | --- | --- |
| 38 | NC(=O)c1ccccc1N=Cc1ccccn1 | . | 10.0 | . | 3.4 | -0.7 | 0.6 | 2.8 | 0.9 |
| 39 | Cc1ccccc1NC(=O)c1cccc(N2C(=O)C3CCC(C)CC3C2=O)c1 (stereo unspecified) | -1.6 | 1.5 | 0.1 | -3.1 | 1.7 | -15.4 | -2.2 | -2.3 |
| 40 | O=C(CN1CCN(c2ccccn2)CC1)N1CC(O)CO1 (stereo unspecified) | -0.5 | -1.5 | 0.0 | . | -3.3 | -17.8 | 11.1 | . |
| 41 | COc1ccc([N+](=O)[O-])cc1NC(=O)Nc1ccccc1 | . | -25.0 | 0.0 | 3.2 | . | . | . | 8.8 |
| 42 | Cc1ccc(S(=O)(=O)NC(C)(C)C)cc1C(=O)OCC(=O)N1CCCC1=O | -4.1 | 24.3 | 0.0 | 1.6 | -3.0 | -8.2 | -0.6 | -11.0 |
| 43 | COc1ccc(CN(C)C[C@@H]2Oc3c(NC(=O)C4CCCCC4)cccc3C(=O)N([C@@H](C)CO)C[C@@H]2C)cc1 | 0.2 | 26.5 | 0.2 | -3.7 | -10.9 | 7.6 | 7.1 | 1.4 |
| 44 | Nc1ccc(C(=O)N2CCN(S(=O)(=O)c3ccc4c(c3)OCCCO4)CC2)cc1[N+](=O)[O-] | 0.5 | -28.0 | 1.0 | -4.0 | 5.9 | -11.7 | -1.6 | 9.9 |
| 45 | C=CCn1c(-c2cccnc2Cl)nc2cc(Cl)c(Cl)cc21 | . | -2.2 | . | 4.4 | -7.7 | . | . | 1.9 |
| 46 | COc1ccc(NC(=O)Nc2ccc3c(c2)[C@H]2C[C@@H](CC(=O)N4CCN(C)CC4)O[C@H](CO)[C@H]2O3)cc1 | 3.5 | 15.0 | 0.1 | 0.3 | -1.7 | 4.6 | 0.1 | -1.0 |
| 47 | O=C(C1CCC1)N1CC2(C1)[C@@H](c1ccccc1)[C@@H](CO)N2C(=O)c1ccccn1 | -1.4 | 10.4 | 0.0 | . | . | -7.9 | -4.4 | . |
| 48 | NC(N)=N/N=C/c1cccc([N+](=O)[O-])c1O | 1.3 | -1.3 | 0.4 | . | . | -5.3 | 0.0 | . |

High-throughput results: PubChem BioAssay, Broad Institute
